# bIAP inh: intestinal alkaline phosphatase (bovine) inhibition; purified bovine IAP, CDP-star luminescence, 30 min; inhibition, % at 20 µM; 190,000 tested, under 10 active; AID 1019;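 active means over 50% inhibition of intestinal alkaline phosphatase at 20 µM in the single-dose screen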
#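 test system = bovine IAP enzyme | medium = DEA buffer 100 mM, pH 9.8, with MgCl2 1.0 mM, ZnCl2 0.02 mM | detection = luminescence | dosing = single compound dose of 20 µM, 2% DMSO final | incubation = 30 min reaction at room temperature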
# TNAP inh hi DEA: blocks human TNAP under high phosphate acceptor concentration | P05186 | purified TNAP, CDP-star luminescence, 1 M DEA | inhibition, % at 20 µM | actives 0.03% (n = 200,000);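 active means over 50% inhibition of tissue-nonspecific alkaline phosphatase at 20 µM in the single-dose screen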;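 further: plate controls were DMSO wells for no effect and EDTA-quenched wells as full inhibition for full effect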
# Target sequence (P05186 whole entry, looked up): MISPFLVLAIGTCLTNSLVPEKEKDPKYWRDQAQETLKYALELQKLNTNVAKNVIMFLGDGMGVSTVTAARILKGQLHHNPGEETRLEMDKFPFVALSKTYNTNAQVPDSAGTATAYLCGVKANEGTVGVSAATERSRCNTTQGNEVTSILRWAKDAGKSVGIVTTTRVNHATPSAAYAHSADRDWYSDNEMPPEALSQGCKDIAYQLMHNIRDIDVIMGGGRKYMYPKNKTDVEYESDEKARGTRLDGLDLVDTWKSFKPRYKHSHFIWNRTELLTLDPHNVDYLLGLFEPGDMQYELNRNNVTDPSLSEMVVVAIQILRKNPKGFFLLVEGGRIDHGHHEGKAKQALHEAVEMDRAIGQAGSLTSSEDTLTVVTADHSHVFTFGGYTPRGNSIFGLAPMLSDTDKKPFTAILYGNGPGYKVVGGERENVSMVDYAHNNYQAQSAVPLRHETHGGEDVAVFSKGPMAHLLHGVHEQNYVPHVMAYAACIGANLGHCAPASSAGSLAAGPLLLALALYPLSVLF
# Diaphorase act: counter-screen for diaphorase-based assays: diaphorase activators and chemical reducers; Diaphorase/resazurin coupled assay, resorufin fluorescence, 16 min; stronger effect = higher value; 1 = vehicle wells, 0 = NADH-free wells; activation factor at 20 µM; actives 0.005% (n = 190,000);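 active means diaphorase activity raised at least twofold by the compound at 20 µM; inactive means activation factor below 2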
#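 System – purified diaphorase enzyme from Clostridium kluyveri · Input – enzyme 0.07 U/mL final · Also added – final NADH 0.114 mM, resazurin 0.1 mM · Measured by – fluorescence of resorufin, 544 nm excitation, 590 nm emission · Timing – 16 min enzyme reaction, ambient temperature · Measure – resorufin increase flagging diaphorase activators or reducers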
# PMI act satM6P: PMI (human) activation, high substrate. actives 0.34% (n = 190,000). P34949. activation factor at 20 µM. AID 1216. coupled PMI enzyme assay, resazurin fluorescence, 20 min; stronger effect = higher value; 1 = untreated enzyme, 0 = substrate-free blank;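 active means activation factor of 2 or more at 20 µM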
# Target sequence (P34949 whole entry, looked up): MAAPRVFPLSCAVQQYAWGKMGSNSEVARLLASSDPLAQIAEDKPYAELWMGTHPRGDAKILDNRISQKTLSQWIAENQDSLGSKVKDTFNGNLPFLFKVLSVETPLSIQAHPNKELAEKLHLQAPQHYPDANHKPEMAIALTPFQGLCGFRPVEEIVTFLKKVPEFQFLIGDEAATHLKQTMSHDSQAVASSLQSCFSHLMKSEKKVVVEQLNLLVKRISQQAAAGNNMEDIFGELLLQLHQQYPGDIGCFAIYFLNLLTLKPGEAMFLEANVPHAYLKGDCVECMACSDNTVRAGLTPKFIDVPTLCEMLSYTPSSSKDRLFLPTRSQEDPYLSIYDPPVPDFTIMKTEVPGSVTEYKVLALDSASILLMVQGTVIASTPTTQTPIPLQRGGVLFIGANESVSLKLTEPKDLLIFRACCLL
#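 assay system = human phosphomannose isomerase with PGI, G6PDH, diaphorase coupling enzymes | quantity = 15 ng/mL PMI | incubation = enzyme reaction with compound 20 min at room temperature | medium = HEPES pH 7.4 buffer with MgCl2 and Tween-20 | compound dosing = one concentration, 20 µM, in 1% DMSO | measured by = Diaphorase-driven resazurin-to-resorufin fluorescence, excitation 544, emission 590 nm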
# Diaph inh CS: inhibits diaphorase or chemically oxidizes, flagging diaphorase assay artifacts | diaphorase resazurin-to-resorufin fluorescence, NADH, 16 min; bacterial (C. kluyveri) enzyme, not human | inhibition, % at 20 µM | actives 0.69% (n = 190,000) | AID 1217;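 active means primary screen inhibition at 20 µM above a set limit, cut at about 50% in these data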;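 further: plate controls were DMSO with full reaction for no effect and wells lacking NADH for full effect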
#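 Test system: Clostridium kluyveri diaphorase enzyme / Quantity: diaphorase at 0.14 U/mL in enzyme working solution / Incubation: 16-min room-temperature incubation before reading / Benchmarks: NADH-free wells as positive control, DMSO-only neutral wells / Signal: resorufin fluorescence 544/590 nm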
# PMI act: increases human mannose-6-phosphate isomerase activity | activation factor at 20 µM | purified human PMI, coupled resazurin fluorescence, 20 min; stronger effect = higher value; 1 = vehicle control, 0 substrate-free wells | actives 0.005% (n = 190,000) | P34949;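 active means activation factor of 2 or more at 20 µM, relative to plate controls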
# TNAP act hiacc: increases human TNAP activity under high phosphate acceptor concentration | AID 1136 | P05186 | activation factor at 20 µM | purified TNAP, CDP-star luminescence, 1 M DEA, 30 min; stronger effect = higher value; 0 = EDTA background, 1 = DMSO-only activity | 200,000 tested, under 10 active;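 active means activation factor at least 2 at 20 µM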
#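 system = human TNAP | amount = enzyme diluted 1/800 final | reagent = 100 µM CDP-star substrate | signal = luminescent substrate turnover signal | dosing = one dose, 20 µM | benchmarks = EDTA negative control, DMSO positive control | measure = activation factor | timing = 30 min reaction, room temperature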
# L major viab: Leishmania major promastigote growth inhibition | actives 9% (n = 200,000) | inhibition, % at 10 µM | Leishmania major promastigotes, resazurin fluorescence viability; in the data active means inhibition above about 50%;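 further: promastigotes grown with compound for 44 hours at 28 °C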
# TNAP inh no acc: blocks human TNAP activity with no phosphate acceptor present; P05186; purified TNAP, CDP-star luminescence, 30 min; inhibition, % at 20 µM; actives 0.26% (n = 200,000); AID 1012;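 active means tissue-nonspecific alkaline phosphatase inhibition above about 50% at 20 µM in the single-dose screen, limit read from the data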;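 further: 0% = DMSO negative control and 100% = EDTA positive control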
# bIAP activator: increases bovine intestinal alkaline phosphatase activity | purified bovine IAP, CDP-star luminescence, 30 min; stronger effect = higher value; fold of DMSO-control signal, blank-subtracted | activation factor at 20 µM | AID 1016 | actives 0.17% (n = 200,000);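 active means activation factor of 2 or more at 20 µM, a signal rise over negative controls twice the positive control's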
# * marks the source's active call; other numbers are inactive results; nt = no result given. Not a hit list; any-hit rate near 10%.
Molecule,bIAP inh,TNAP inh hi DEA,Diaphorase act,PMI act satM6P,Diaph inh CS,PMI act,TNAP act hiacc,L major viab,TNAP inh no acc,bIAP activator
N#CC(c1nc2ccccc2nc1N1CCCC1)S(=O)(=O)c1ccccc1 (centres undefined),-4,-4,0.5,1.1,53*,0.9,1,5,-6,1
COc1ccc(/C=N/NC(=O)c2[nH]ncc2Br)c(OC)c1,-16,-5,0.9,0.9,11,0.9,1,-4,-138,1.2
CSc1nc(S(=O)(=O)c2ccc(C)cc2)c(Cl)s1,3,-6,0.8,0.9,18,0.9,1.1,2,-10,1
Cc1onc(C(=O)NCc2cccs2)c1[N+](=O)[O-],5,-3,1,1.2,-2,1.2,1,-1,-6,1
CCOc1cc(/C=C2/NC(=S)NC2=O)ccc1OCc1ccc([N+](=O)[O-])cc1,-16,5,1,0.9,-3,0.8,0.9,-2,-33,1.2
Cc1nn(C)c(C)c1/C=N/O,7,-5,0.9,1,9,1,1.1,-1,-13,0.9
O=C(CSc1nnc(-c2ccncc2)n1CC1CCCO1)Nc1nccs1 (centres undefined),3,-1,1,1.1,-4,1.1,1,0,-4,1
COc1ccc(C2CC(=O)Nc3sc(=N)c4c(N)c(C#N)c(N)nc4c32)cc1OC (centres undefined),9,-3,0.9,0.8,12,0.9,1,-5,-2,0.9
O=C(CSc1nccc(=O)[nH]1)c1ccccc1Br,-1,-4,1,1.1,2,1,1,-9,-12,1
Cc1c(NC(=O)C(C)n2cc([N+](=O)[O-])cn2)c(=O)n(-c2ccccc2)n1C (centres undefined),-4,-7,1.1,1.2,-11,1.2,1.1,-4,-6,1
CCOc1c(Cl)cc(CNCC(O)c2ccccc2)cc1OC (centres undefined),-16,3,1,1,2,1,1,26,-1,1.2
C/C(=C\c1cc(C(=O)O)c(C)o1)CO,7,-9,0.8,1,15,0.9,1.1,-5,-11,0.9
COC(=O)c1[nH]c2ccccc2c1NS(=O)(=O)c1ccc(OC)cc1OC,10,-3,0.8,0.9,25,0.8,1,-1,-8,0.9
COc1ccc(-c2cc(C(F)(F)F)n3ncc(C(=O)O)c3n2)cc1OC,-7,-2,1,1.1,-1,1,1,1,-8,1.1
CSc1ccccc1NC(=O)Cc1ccccc1,-7,-5,1,1,-3,1,1,-1,-6,1.1
COc1ccc(Cl)cc1NC(=O)CSc1nncn1-c1cccnc1,-6,-5,0.8,0.9,25,0.9,1,2,-9,1.1
O=C(Nc1ccn(Cc2c(F)c(F)c(F)c(F)c2F)n1)c1cccc(Cn2cc([N+](=O)[O-])cn2)c1,23,-8,0.6,1,36,0.9,1.1,15,-10,0.8
O=C(O)c1nn(-c2cccc(Cl)c2)c(=O)cc1O,-8,-3,0.9,1,14,0.9,1,-5,-11,1.1
O=C(O)c1ccc(OCC(O)Cn2cnc3ccccc32)cc1 (centres undefined),4,-6,1,1.1,3,1.1,1.1,2,-6,1
COc1ccc(NC(=O)CN2C(=O)C(C)Oc3ccccc32)c(OC)c1 (centres undefined),4,-8,0.8,0.9,18,0.9,1.1,-2,-8,1

# The closing 2 entries of the section above open the next one:
Molecule,bIAP inh,TNAP inh hi DEA,Diaphorase act,PMI act satM6P,Diaph inh CS,PMI act,TNAP act hiacc,L major viab,TNAP inh no acc,bIAP activator
O=C(O)c1ccc(OCC(O)Cn2cnc3ccccc32)cc1 (centres undefined),4,-6,1,1.1,3,1.1,1.1,2,-6,1
COc1ccc(NC(=O)CN2C(=O)C(C)Oc3ccccc32)c(OC)c1 (centres undefined),4,-8,0.8,0.9,18,0.9,1.1,-2,-8,1
CCCCc1ccc(-c2csc(/C(C#N)=C/c3ccc(C)o3)n2)cc1,34,-2,0.8,0.9,17,1,1,2,4,0.7
CCOCC(=O)Nc1ccccc1C(=O)OCC,3,2,0.9,0.9,12,0.9,1,-3,-5,1
O=C(NCc1ccccc1)c1cc[n+](Cc2ccccc2)cc1,12,-3,1,1,4,1.1,1,-4,-10,0.9
Cc1c(Nc2nc3ccccc3nc2NS(=O)(=O)c2cccc(Cl)c2)c(=O)n(-c2ccccc2)n1C,2,-1,1,1.2,3,1.1,1,5,-5,1
CN(Cc1ccccn1)Cc1nc(-c2ccc(Cl)cc2)no1,-10,-6,0.9,0.9,8,0.9,1.1,-2,-10,1.1
COCCn1nnnc1C(C(C)C)N(Cc1cccnc1)Cc1ccccc1Cl (centres undefined),0,-4,0.8,0.9,15,1,1,66*,-8,1
CCCCOC(=O)Cn1c(=O)n(CC(=O)OCCCC)c2cc(C)ccc21,2,-7,0.9,1.1,12,1,1.1,-5,-12,1
CCOc1ccc(OCC)c(NC(=O)C2CCN(S(=O)(=O)c3c(C)[nH]c(=O)[nH]c3=O)CC2)c1,-6,4,0.9,1,6,1,1,-3,-5,1.1
CC1(C)Cc2c(c(-c3ccco3)nc3sc4c(NCC5CCCO5)ncnc4c23)CO1 (centres undefined),8,1,0.8,1,18,0.9,1,-1,-9,0.9
O=C(Nc1ccc(S(=O)(=O)N2CCOCC2)cc1)C1CCCCC1,7,-5,0.9,0.9,13,0.9,1.1,-7,-14,0.9
COc1ccc(Cl)cc1NC(=S)N(Cc1cccnc1)Cc1ccco1,5,-4,1,1.1,-1,1.1,1,13,8,1
CCOC(=O)N(NC(=O)C(O)(CC(C)C)CC(C)C)c1ccccc1,26,-4,0.9,0.8,13,0.8,1,-2,-11,0.7
NS(=O)(=O)c1ccc(NC(=O)CSc2ccc3ccccc3n2)cc1,0,3,0.9,0.9,8,1,1,6,-2,1
C/C(=C\c1ccccc1)CN(C)CCN(C)C,4,-6,1,1.1,0,1.1,1.1,97*,1,1
COc1cc(/C=c2\s/c(=C(/C#N)C(=O)N3CCCC3)n(-c3ccccc3)c2=O)ccc1O,nt,48,0.8,0.9,20,0.9,0.5,-3,24,0.4
Cc1cccc(C)c1NS(=O)(=O)c1ccc(OCCNS(C)(=O)=O)cc1,-11,-2,0.9,1,7,1,1,-1,-6,1.1
O=C(NCCC(c1ccccc1)c1ccccc1)c1ccc(Br)o1,32,-3,0.8,0.9,16,0.9,1,59*,0,0.7
CN1CCCC(OC(=O)COc2ccc(Br)cc2)C1 (centres undefined),-1,-6,0.8,1,20,0.9,1.1,0,-13,1
COc1ccccc1OCCSc1nnnn1-c1ccc(C)cc1,5,-7,0.6,0.8,38,0.8,1.1,-3,-13,0.9
Cc1cc(NC(=O)CN2C(=O)CCSc3ccccc32)no1,0,-7,0.9,1,6,1,1.1,-8,-15,1

# Structural class, the entries above with a thiophene ring, fused or not.
Molecule,bIAP inh,TNAP inh hi DEA,Diaphorase act,PMI act satM6P,Diaph inh CS,PMI act,TNAP act hiacc,L major viab,TNAP inh no acc,bIAP activator
Cc1onc(C(=O)NCc2cccs2)c1[N+](=O)[O-],5,-3,1,1.2,-2,1.2,1,-1,-6,1
CC1(C)Cc2c(c(-c3ccco3)nc3sc4c(NCC5CCCO5)ncnc4c23)CO1 (centres undefined),8,1,0.8,1,18,0.9,1,-1,-9,0.9

# (listing goes on)
canonical_smiles | bIAP inh | TNAP inh hi DEA | Diaphorase act | PMI act satM6P | Diaph inh CS | PMI act | TNAP act hiacc | L major viab | TNAP inh no acc | bIAP activator
O=C(NN1C(=O)C2C3C=CC(C3)[C@H]2C1=O)c1cccnc1 (some centres undefined) | 3 | -1 | 0.9 | 0.9 | 14 | 0.9 | 1 | -6 | 1 | 1
CCc1ccc2[nH]c(=O)c(CN(CCN3CCCC3)C(=O)NC3CCCCC3)cc2c1 | -8 | -2 | 1.1 | 1.1 | -8 | 1 | 1 | 27 | -8 | 1.1
Cc1ccc(-c2nnn(CC(=O)Nc3nnc(C(C)C)s3)n2)cc1 | -10 | -6 | 0.8 | 0.8 | 21 | 0.8 | 1.1 | -5 | -8 | 1.1
CCOc1ccc(CN2CCN(C/C=C/c3ccc(OC)cc3)CC2CCO)cc1 (centres undefined) | -12 | -3 | 1 | 1 | -2 | 1 | 1 | 23 | -5 | 1.1
Cc1ccc(-c2ccc(C(=O)O)c(C)n2)cc1 | -2 | -1 | 0.9 | 1.1 | 5 | 1.1 | 1 | -7 | -4 | 1
Cc1ccc(C)c(C(=O)N(Cc2nc(-c3ccc(Cl)cc3)no2)C(C)C)c1 | -6 | -5 | 0.8 | 1 | 16 | 0.9 | 1.1 | 3 | -4 | 1.1
C=CC[n+]1c(-c2ccc(C)cc2)csc1Nc1c(C)n(C)n(-c2ccccc2)c1=O | -18 | -10 | 0.9 | 0.9 | 14 | 0.9 | 1.1 | 4 | -8 | 1.2
CS(=O)(=O)N1CCN(c2ccccc2NC(=O)c2ccco2)CC1 | -5 | -1 | 1.1 | 1 | -5 | 1 | 1 | 3 | -2 | 1.1
Nc1ccnn1Cc1ccncc1 | 1 | -2 | 0.9 | 0.8 | 12 | 0.9 | 1 | -6 | -4 | 1
CCCCCCCCOc1ccc(C2OC34CCCCC3C(C#N)(C#N)C2(C#N)C(=N)O4)cc1 (centres undefined) | 7 | -2 | 0.6 | 0.5 | 39 | 0.7 | 1 | -3 | -8 | 0.9
Cc1ccc(NC(=O)CNC(=O)c2cccs2)cc1S(=O)(=O)Nc1ccc(Cl)cc1 | -3 | 5 | 0.8 | 0.9 | 16 | 0.9 | 1 | 57* | -1 | 1
O=C1C=C(Nc2ccccc2O)c2ccccc2C1=O | 25 | 17 | 0.8 | 0.4 | 16 | 0.7 | 0.8 | 100* | 20 | 0.7
CCOC(=O)CSc1nc2cc3c(cc2cc1C#N)OCO3 | 19 | -3 | 0.9 | 1.1 | 9 | 1 | 1 | -3 | -14 | 0.8
Cc1nnc(OCC(=O)NCCC2=CCCCC2)c2ccccc12 | 1 | -5 | 0.9 | 0.9 | 10 | 0.9 | 1.1 | 0 | -7 | 1
COc1ccc(C(=O)COC(=O)c2cccnc2Cl)c(OC)c1 | -6 | 0 | 0.9 | 0.9 | 13 | 1 | 1 | 0 | 1 | 1.1

# From PubChem BioAssay
